Htt clearance: mutant huntingtin protein clearance; inhibition, % at 1.5 µM; hit rate 0.42% among 47,000; AID 853; HeLa Exon1htt(103Q)mCFP, aggregate imaging; zero = plate's median compound well;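 active means inhibition of aggregate fluorescence above about 70%, also judged a hit by eye on the cell image, limit read from the data, passing the limit was not always enough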;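 further: cells exposed to compound for three days before fixation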
Htt clearance grain fraction: recorded beside Htt clearance, whose call it bears; fraction fluorescence in grains; measured here: aggregate grain fluorescence fraction; hits give low values;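 scaled fraction of total cell fluorescence in grains with unit not stated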
Active calls of the source: *.

SMILES | Htt clearance | Htt clearance grain fraction
Cc1cc(Cl)ccc1NC(=O)CSc1nnc(Cc2cccs2)n1Cc1ccco1 | 46 | 11
O=C(NCc1ccc(F)cc1)c1cnc(-c2ccccn2)nc1C(F)(F)F | 3 | 18
Cc1cccn2c(=O)c(C=NCc3ccccc3)c(NCCO)nc12 | 0 | 37
CCc1cc(C(=O)OC)c(N2C(=O)C3C4C=CC(C4)C3C2=O)s1 (stereo not given) | 1 | 18
O=C(CN(C(=O)CSc1nnc(COc2ccccc2)o1)c1ccc(F)cc1)NC1CCCC1 | -48 | 51
Cc1ccc2oc(=O)cc(CN3CCOCC3)c2c1 | 2 | 33
O=C1c2ccccc2C(Nc2ccc(F)c(Cl)c2)N1Cc1ccco1 (stereo not given) | -158 | 86
O=C(CSc1nnc(-c2ccncc2)n1C1CCCCC1)Nc1ccccc1 | -3 | 38
CCOc1ccc2[nH]c(=O)c(CN(Cc3cccnc3)C(=O)Nc3ccccc3OC)cc2c1 | -31 | 53
CCCCN(CC)CCCNC(=O)CC1Oc2ccccc2NC1=O (stereo not given) | -27 | 44
CN(C)C(=O)CN(c1ccc(F)c(Cl)c1)S(C)(=O)=O | -98 | 34
O=C(c1ccc(S(=O)(=O)N2CCCCC2)cc1)N1CCN(c2ccccc2)CC1 | 41 | 21
CCOc1ccc(-c2nc(CSCC(=O)NC3CCCc4ccccc43)c(C)o2)cc1 (stereo not given) | 43 | 9.2
O=C1CC(N2CCOCC2)C(=O)N1c1ccc2c(c1)OCO2 (stereo not given) | 16 | 16
Cc1ccccc1NC(=O)CSc1nc2cc3c(cc2cc1C)CCC3 | 62 | 14
Cc1ccc(SCCC(=O)N2CCOCC2)cc1 | 12 | 15
COc1ccccc1NC(=O)c1nnn(Cc2ccccc2)c1NC(C)=O | 17 | 28
Cc1nc2cc(NC(=O)N3c4ccccc4CC3C)ccc2n1C (stereo not given) | 40 | 10
O=C(c1ccccc1)c1cnc(Nc2ccccc2Cl)s1 | 52 | 18
CCn1c(=O)cc(OCC(=O)Nc2cccc(C)n2)c2ccccc21 | -21 | 38
Cc1cnc(-c2nnc(N(C)C(=O)C3CCOC3)s2)cn1 (stereo not given) | -75 | 32
COc1ccc(S(=O)(=O)N(CCCN2CCOCC2)Cc2cccc(OC)c2OC)cc1 | -5 | 17
Cn1cc(C(=O)c2ccc(Cl)cc2)cc1-c1nc2ccccc2n1C | -110 | 44
COc1ccc(C(OC(=O)c2ccco2)C(=O)NCc2ccc(C)cc2)cc1 (stereo not given) | -6 | 41
COc1ccccc1-c1nc(SCC(=O)O)n[nH]1 | -21 | 21

Quoted at random: 6 entries already listed
SMILES | Htt clearance | Htt clearance grain fraction
CCc1cc(C(=O)OC)c(N2C(=O)C3C4C=CC(C4)C3C2=O)s1 (stereo not given) | 1 | 18
COc1ccc(S(=O)(=O)N(CCCN2CCOCC2)Cc2cccc(OC)c2OC)cc1 | -5 | 17
COc1ccccc1NC(=O)c1nnn(Cc2ccccc2)c1NC(C)=O | 17 | 28
O=C(c1ccccc1)c1cnc(Nc2ccccc2Cl)s1 | 52 | 18
Cc1ccc(SCCC(=O)N2CCOCC2)cc1 | 12 | 15
CCCCN(CC)CCCNC(=O)CC1Oc2ccccc2NC1=O (stereo not given) | -27 | 44

Arranged by molecular weight (rising): 3 of the compounds above
SMILES | Htt clearance | Htt clearance grain fraction
Cc1nc2cc(NC(=O)N3c4ccccc4CC3C)ccc2n1C (stereo not given) | 40 | 10
O=C1c2ccccc2C(Nc2ccc(F)c(Cl)c2)N1Cc1ccco1 (stereo not given) | -158 | 86
COc1ccc(C(OC(=O)c2ccco2)C(=O)NCc2ccc(C)cc2)cc1 (stereo not given) | -6 | 41

(listing goes on)
SMILES | Htt clearance | Htt clearance grain fraction
CCOC(=O)c1c(CN2CCOCC2)oc2ccc(OC)cc12 | -25 | 43
COc1ccc(-n2c(N)c(-c3nc4ccccc4n3C)sc2=S)cc1 | -84 | 31
COC(=O)C1CN(S(=O)(=O)c2ccccc2)CCN1S(=O)(=O)c1ccccc1 (stereo not given) | -29 | 24
Cc1cc(=O)n2[nH]c(N3C(=O)CCC3=O)nc2n1 | -34 | 47
CC(=O)N(c1ccc(C)cc1)C1C=CS(=O)(=O)C1 (stereo not given) | 3 | 48
CCn1c(=O)n(CC(=O)Nc2cc(OC)c(OC)c(OC)c2)c(=O)c2ccccc21 | -5 | 32
CN1C(=O)N(C)C2(c3ccccc3)Nn3c(s/c(=C/c4ccco4)c3=O)=NC12c1ccccc1 (stereo not given) | -2 | 29
CCSc1nnc(NC(=O)c2cccnc2)s1 | 39 | 12
Cc1c(N2C(=O)c3ccc4c5c(ccc(c35)C2=O)CC4)c(=O)n(-c2ccccc2)n1C | -11 | 39
CCC(=O)c1ccc(OCC(O)CN2CC(C)OC(C)C2)cc1 (stereo not given) | 75* | 7.5*
COC(=O)c1cc(C(=O)Nc2ccc(C)cn2)cc([N+](=O)[O-])c1 | -19 | 46
O=C(COc1ccc(S(=O)(=O)NCc2ccccc2)cc1Cl)N1CCOCC1 | -31 | 23
CCOc1ccccc1C1NC(=O)NC(C)=C1C(=O)OC1CCCCC1 (stereo not given) | 17 | 36
Cc1ccc(S(=O)(=O)Oc2ccccc2/C=N/NC(=O)c2c(Cl)cnn2C)cc1 | 4 | 18
CC(C)COc1ccc(C2NC(=O)NC2=O)cc1 (stereo not given) | 20 | 16
CC(=O)Oc1cc2c(C(=O)NCCN3CCOCC3)c(C)oc2c2ccccc12 | 38 | 25
CCc1ccc(-c2nc(CSCC(=O)N3CCN(c4ccccn4)CC3)c(C)o2)cc1 | -15 | 42
COc1cc(C(=O)OC(C)C(=O)N2CCc3ccccc3C2)ccc1OCC(=O)N1CCOCC1 (stereo not given) | -18 | 47
Cc1cc(C(=O)NCCCN2CCN(C3CCCCC3)CC2)n(-c2ccccc2)n1 | -46 | 45
Cc1ccccc1N/N=C1\CCCNC1=O | 6 | 29
COc1cc(-c2nnc(COc3ccc4cc(Br)ccc4c3)o2)cc(OC)c1OC | 4 | 20
Nc1ccnn1Cc1cccnc1 | -47 | 29
Cc1ccc(NC(=O)CCSc2nnc(-c3ccco3)o2)cc1 | 8 | 37
COc1ccc(C(=O)N2CCC(C(=O)Nc3cccc(C)c3)CC2)cc1OC | -20 | 45
Clc1ccc(Cc2ccc(SCc3ccccc3)nn2)c(Cl)c1 | 16 | 18

(more compounds)
SMILES | Htt clearance | Htt clearance grain fraction
O=C(NCCN1C(=O)CCC1=O)c1ccncc1 | -30 | 28
O=C(NC1CCCCCCC1)C1CCCN(S(=O)(=O)c2cnc[nH]2)C1 (stereo not given) | 5 | 43
CC(C)(C)NC(=O)NC(=O)CSc1nnc(-c2ccccc2F)n1N | -2 | 22
CCOC(=O)c1ccc(COC(=O)CCc2nc3ccccc3[nH]c2=O)o1 | 25 | 14
CCC(=O)Nc1c(C#N)c2nc3ccccc3nc2n1C1CCCCC1 | -15 | 22
CC(=O)c1cccc(NC(=O)C2CCCN2S(=O)(=O)c2cccc3nsnc23)c1 (stereo not given) | -8 | 36
COCCn1nnnc1CN(Cc1ccco1)Cc1cc2cc3c(cc2[nH]c1=O)OCO3 | 16 | 31
O=C(Nc1ccc2nc(-c3ccc(Br)o3)[nH]c2c1)c1ccco1 | -37 | 29
COC(=O)CN(c1ccc2c(c1)OCCO2)S(=O)(=O)c1ccccc1 | -117 | 36
O=C(NCCCn1ccnc1)c1ccc(S(=O)(=O)N2CCCCCC2)cc1 | 23 | 31
C/C(CCc1ccc2c(c1)OCO2)=N\N=C(/N)SC1CC(=O)N(c2ccccc2F)C1=O (stereo not given) | 31 | 21
CSc1nc2ccc(Nc3nc(N4CCOCC4)nc(N4CCOCC4)n3)cc2s1 | -259 | 140
CCCc1ccc(OCc2ccc(C(=O)O)o2)c(OC)c1 | 17 | 33
COc1ccc(C(=O)Nc2ccc(-c3cn4ccsc4n3)cc2)cc1S(=O)(=O)N1CCOCC1 | -48 | 32
CC(=O)c1ccc(NC(=O)c2cnn3c(C(F)F)cc(C4CC4)nc23)cc1 | -12 | 20
CCOC(=O)CNC(=O)CSc1nnc(-c2ccncc2)n1-c1ccc(Cl)cc1 | -34 | 54
CCNc1nc(Oc2ccc(C(=O)OC)cc2)nc(SC)n1 | 24 | 15
O=C(Nc1sc2c(c1C(=O)NCc1cccnc1)CCCC2)c1ccco1 | 66 | 6.2
CCc1nnc(NC(=O)CSc2nnc(COc3ccc(C)cc3)n2-c2ccccc2)s1 | 3 | 36
CCCNC(=O)CC1Sc2ccccc2NC1=O (stereo not given) | 18 | 15
CCS(=O)c1ccccc1C(=O)O (stereo not given) | 32 | 12
CSc1nc(-c2ccco2)cc(-c2ccccc2)c1C#N | -22 | 42
CC1(C)CC(=O)C2=C(C1)N(c1ccc(F)cc1)C(=O)CC2c1ccsc1 (stereo not given) | 7 | 34
CC(C)=CCCC1=CCC2C(=O)NNC(=O)C2C1 (stereo not given) | 12 | 16
Cc1ccc(CCN2CC(C(=O)NCCN3CCOCC3)CC2=O)cc1 (stereo not given) | 26 | 27

More records.
SMILES | Htt clearance | Htt clearance grain fraction
CC(Sc1nc(N2CCCCC2)c2c(c1C#N)CCCC2)C(=O)O (stereo not given) | 10 | 19
Cc1cccc(N=C2NC(=O)/C(=C3/C(=O)N(C)c4ccccc43)S2)c1C | -1 | 18
CCc1nc(-n2[nH]c(=O)c3ccccc3c2=O)c2c3c(sc2n1)CCCC3 | -22 | 47
COc1cc(C)nc(N(C)S(=O)(=O)c2ccccc2Cl)n1 | -22 | 24
COc1ccc(CN2CN=C(Nc3nc4ccccc4s3)NC2)cc1 | -15 | 46
COc1ccc(N2CCCn3c2nc2c3c(=O)n(Cc3ccccc3F)c(=O)n2C)c(OC)c1 | 6 | 18
CCOC(=O)Nc1sc(NS(=O)(=O)c2ccc(C)cc2)nc1C | -19 | 33
CCOc1ccc(N2C(=O)CC(NCCc3ccc(S(N)(=O)=O)cc3)C2=O)cc1 (stereo not given) | 48 | 11
COc1ccc(Cc2nnc(SCC(=O)NC3CCCCC3)n2C)cc1 | 16 | 15
Cc1ccccc1OC(C)c1nc(-c2ccccc2)no1 (stereo not given) | -39 | 24
COc1ccc2oc(=O)c(C(=O)N3c4ccccc4CC3C)cc2c1 (stereo not given) | -25 | 24
Cc1cccc(S(=O)(=O)C(C#N)c2nc3ccccc3nc2N2CCOCC2)c1 (stereo not given) | -54 | 32
c1ccc(CN2CCN(C(c3ccccc3)c3nnnn3Cc3ccccc3)CC2)cc1 (stereo not given) | 3 | 19
COC(=O)/C=C1\SC(=NC(=O)c2cccc(Cl)c2)NC1=O | 9 | 28
CCn1cc(C(=O)NC2CCC(C)CC2)c(=O)c2cc(S(=O)(=O)N3CCCCC3)ccc21 (stereo not given) | -19 | 36
COc1ccc(NS(=O)(=O)c2ccc3c(c2)Cc2ccccc2-3)cn1 | 33 | 13
COc1ccc(OCc2nn3c(-c4ccco4)nnc3s2)cc1 | 14 | 35
O=C(NCc1ccco1)C1(c2ccccc2)CCCC1 | -11 | 21
c1cncc(-c2noc(C34CC5CC(CC(C5)C3)C4)n2)c1 | -4 | 21
COc1ccc(-c2cc(C(=O)N3CCN(c4ccccn4)CC3)c3ccccc3n2)cc1 | -103 | 39
COc1ccc(-n2c(Cc3cccn3C)nnc2SCC(=O)Nc2ccccc2C)cc1 | 20 | 38
COc1ccc(CCN2CC34C=CC(O3)C(C(=O)NCc3ccccc3)C4C2=O)cc1OC (stereo not given) | 4 | 35
CCCCCc1c(O)c2ccccc2[nH]c1=O | -49 | 26
Nc1ccc2nc(-c3ccc(N)c(Cl)c3)[nH]c2c1 | 9 | 18
C=CCn1c(SC(CCO)C(=O)NCc2ccco2)nc2sc3c(c2c1=O)CCC3 (stereo not given) | -43 | 53

New compounds follow
SMILES | Htt clearance | Htt clearance grain fraction
O=c1cc(C(F)(F)F)nc(-c2ccccc2)[nH]1 | -17 | 43
COc1cc(NC(=O)c2cnn3c(C)cc(C)nc23)c(OC)cc1Cl | 3 | 17
Cc1ccc(O)c(C2=NOC(O)(C(F)(F)C(F)F)C2)c1 (stereo not given) | -2 | 45
COCCNC(=O)c1c[nH]c2ccc(OC)cc2c1=O | 5 | 36
CCn1cc(C(=O)NCC2CCCO2)c2cc(OC)c(OC)cc2c1=O (stereo not given) | 40 | 19
CCCCc1cc(=O)oc2cc(OCc3nn[nH]n3)c(Cl)cc12 | -39 | 29
N#Cc1c(NC(=O)c2nc3ncccn3n2)sc2c1CCCCC2 | 64 | 6.4

In the list so far, these contain two or more sulfur atoms:
SMILES | Htt clearance | Htt clearance grain fraction
Cc1cc(Cl)ccc1NC(=O)CSc1nnc(Cc2cccs2)n1Cc1ccco1 | 46 | 11
COc1ccc(-n2c(N)c(-c3nc4ccccc4n3C)sc2=S)cc1 | -84 | 31
COC(=O)C1CN(S(=O)(=O)c2ccccc2)CCN1S(=O)(=O)c1ccccc1 (stereo not given) | -29 | 24
CCSc1nnc(NC(=O)c2cccnc2)s1 | 39 | 12
CC(=O)c1cccc(NC(=O)C2CCCN2S(=O)(=O)c2cccc3nsnc23)c1 (stereo not given) | -8 | 36
CSc1nc2ccc(Nc3nc(N4CCOCC4)nc(N4CCOCC4)n3)cc2s1 | -259 | 140
COc1ccc(C(=O)Nc2ccc(-c3cn4ccsc4n3)cc2)cc1S(=O)(=O)N1CCOCC1 | -48 | 32
CCc1nnc(NC(=O)CSc2nnc(COc3ccc(C)cc3)n2-c2ccccc2)s1 | 3 | 36
CCOC(=O)Nc1sc(NS(=O)(=O)c2ccc(C)cc2)nc1C | -19 | 33
C=CCn1c(SC(CCO)C(=O)NCc2ccco2)nc2sc3c(c2c1=O)CCC3 (stereo not given) | -43 | 53

As entered above.
COCCNC(=O)c1c[nH]c2ccc(OC)cc2c1=O in Htt clearance: 5
CCn1cc(C(=O)NCC2CCCO2)c2cc(OC)c(OC)cc2c1=O (stereo not given) in Htt clearance grain fraction: 19

Source: PubChem BioAssay

Some of the compounds tested. The share of hits here may be higher or lower than overall.
